Screens deposited in PubChem by National Center for Advancing Translational Sciences (NCATS).
TR SRC2 fluor cs – alters Texas Red total fluorescence, flagging assay interference; TRb/SRC2 Texas Red total fluorescence interference; Potency, µM (top dose mostly 106 µM), for the others: at the top dose fluorescence change, negative = quenching; 280,000 tested, 0.29% active; AID 1479; active means well fitted curve in either direction with a large enough effect; inconclusive means small, poorly fitted or top-dose-only effect; further: on the % scale 0 is the no-effect control and ±100 the full control effect
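Human TRb ligand-binding domain at 0.6 uM with 20 nM Texas Red SRC2 peptide in Tris buffer containing 1 uM T3 and 5% DMSO, incubated with compound 5 h at ambient temperature. Total fluorescence (555/632 nm) calculated as parallel + 2 × perpendicular.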
L3MBTL1 inh – L3MBTL1 (human) inhibition. Q9Y468. AlphaScreen L3MBTL1–H3K9me1 peptide binding. Potency, µM (doses to about 57.1 µM), inactives show at the top dose activity, negative = inhibition, hits mostly inhibitors. 230,000 tested, 0.66% active. AID 485360; further: on the % scale 0 is the no-effect control and ±100 the full control effect; nearly all actives have a fitted effect of over 60% in size
Target sequence (Q9Y468 whole entry, looked up): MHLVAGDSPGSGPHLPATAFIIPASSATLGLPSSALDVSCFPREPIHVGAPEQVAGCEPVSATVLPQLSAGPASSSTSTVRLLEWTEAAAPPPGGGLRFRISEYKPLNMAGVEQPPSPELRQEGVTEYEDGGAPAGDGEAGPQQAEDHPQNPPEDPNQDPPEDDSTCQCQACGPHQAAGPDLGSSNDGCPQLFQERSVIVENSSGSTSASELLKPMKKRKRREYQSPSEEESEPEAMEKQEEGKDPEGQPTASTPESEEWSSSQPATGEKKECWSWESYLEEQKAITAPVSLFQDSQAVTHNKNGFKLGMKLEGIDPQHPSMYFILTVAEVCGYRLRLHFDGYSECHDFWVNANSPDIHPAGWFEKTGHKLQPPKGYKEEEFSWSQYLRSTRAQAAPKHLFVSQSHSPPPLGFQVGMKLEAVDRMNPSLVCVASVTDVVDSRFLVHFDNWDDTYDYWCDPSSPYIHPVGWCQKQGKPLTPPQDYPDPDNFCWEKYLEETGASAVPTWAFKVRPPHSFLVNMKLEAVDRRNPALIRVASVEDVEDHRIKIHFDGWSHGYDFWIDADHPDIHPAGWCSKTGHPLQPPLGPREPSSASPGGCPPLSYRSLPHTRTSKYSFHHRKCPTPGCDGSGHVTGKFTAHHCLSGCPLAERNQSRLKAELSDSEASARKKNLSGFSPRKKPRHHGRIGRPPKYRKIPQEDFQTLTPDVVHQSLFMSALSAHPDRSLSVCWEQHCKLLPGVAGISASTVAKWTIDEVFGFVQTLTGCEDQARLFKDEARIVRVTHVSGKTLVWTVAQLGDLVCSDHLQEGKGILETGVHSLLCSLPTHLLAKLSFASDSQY
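Displacement of a biotinylated histone H3(1-15) peptide monomethylated at Lys9 (75 nM) from L3MBTL1 (50 nM) was measured by AlphaScreen after a 30 min room-temperature compound incubation; cefsulodin titration served as intraplate control.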
HTT cytoprotect – cytoprotection in Huntington HTT-Q103 PC12 cell model; PC12 HTT-Q103 induced, cytoprotection, ATP luminescence, 40 h; Potency, µM (highest dose often 56.4 µM), inactives show cytoprotection (ATP increase), actives largely listed as activators; 230,000 tested, 0.14% active; AID 1471;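 further: % of control where 0% means no effect; nearly all actives have a fitted effect of over 45% in size; toxic huntingtin expression switched on by the ecdysone agonist tebufenozide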
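PC12 cells with ecdysone-inducible HTT exon 1 Q103-GFP, induced with 100 nM tebufenozide and co-treated with library compounds in a dose series (1536-well, 1500 cells/well). Cytoprotection read as ATP content by ATPlite luminescence.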
TRb-SRC2 inh – TRbeta-SRC2 interaction inhibition; P10828; TRbeta-SRC2 peptide binding, fluorescence polarization; receptor liganded with 1 µM T3; Potency, µM (doses to about 106 µM), for inactives: top-dose activity change, negative = inhibition, most hits filed as inhibitors; 280,000 tested, 0.065% active; AID 1469;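 further: plate controls were bound peptide for no effect and peptide without receptor for full effect; nearly all actives have a fitted effect of over 50% in size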
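Human TRb LBD (0.6 uM) plus Texas Red-labeled SRC2 peptide (20 nM), 1uM T3, 5% DMSO, 5 hr at ambient temperature. Decreased polarization (555/632 nm) flags inhibition; data normalized to free and bound peptide controls.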
Tau fluor cs – counter-screen for tau fibril formation inhibitors. tau K18 P301L Alexa594 fluorescence, heparin fibrillization. 280,000 tested, 0.93% active. AID 1463. Potency, µM (doses to about 57.7 µM), for the others: top-dose activity change, negative = decrease; further: on the % scale 0 is the no-effect control and ±100 the full control effect; nearly all actives have a fitted effect of over 55% in size
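Human tau K18 P301L (15 uM unlabeled, 0.24 uM Alexa 594-labeled) in 100 mM sodium acetate pH 7 with 20 uM heparin, 6 hr at 37 C. ThT 30 uM added, 1 hr ambient; Alexa 594 FP and total fluorescence read at 555/632 nm.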
Tau fibril ThT – inhibitors of human tau fibril formation, thioflavin T binding | AID 1460 | 270,000 tested, 2.1% active | P10636 | Potency, µM (doses to about 57.4 µM), for inactives: at the top dose activity, negative = inhibition, most hits filed as inhibitors | recombinant tau K18 P301L, heparin-induced fibrillization, ThT fluorescence; further: on the % scale 0 is the no-effect control and ±100 the full control effect; nearly all actives have a fitted effect of over 55% in size
Target sequence (P10636 561-689 P618L limits assumed): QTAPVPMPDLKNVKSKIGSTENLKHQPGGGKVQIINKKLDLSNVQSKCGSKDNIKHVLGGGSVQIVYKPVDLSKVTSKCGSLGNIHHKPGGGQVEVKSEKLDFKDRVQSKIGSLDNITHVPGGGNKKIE
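Using a mix of unlabeled (15 uM) and Alexa 594-labeled (0.24 uM) tau K18 P301L, heparin-triggered fibrillization over 6 hr at 37 C was scored by ThT fluorescence.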
Tau FP inhib – tau fibrillization inhibition (FP); 280,000 tested, 0.39% active; K18 P301L tau heparin fibrillization, Alexa594 FP, 6 h; Potency, µM (doses to about 57.7 µM), without a hit: at the top dose activity, negative = inhibition, most hits filed as inhibitors; P10636; further: on the % scale 0 is the no-effect control and ±100 the full control effect; nearly all actives have a fitted effect of over 55% in size
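Steps: dispense K18 P301L tau (15 uM plus 0.24 uM Alexa 594 tracer, final) in pH 7 sodium acetate; add compound; add heparin (20 uM final); incubate 6 hr, 37 C; add ThT (30 uM final); after 1 hr ambient, read FP.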
RECQ1 inh – blocks DNA unwinding by human RECQ1; P46063; RECQ1 DNA unwinding, red fluorescence kinetic read; Potency, µM (series often up to 57.3 µM), for the others: top-dose activity, negative = inhibition, actives largely listed as inhibitors; 240,000 tested, 0.54% active; AID 2549;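 further: plate controls were vehicle for no effect and no enzyme for full effect; nearly all actives have a fitted effect of over 30% in size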
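50 nM RECQ1T1 preincubated 15 min with compound in Tris pH 8.0 buffer with MgCl2, DTT, Tween-20 and 2.5 ug/ml poly(dI-dC); started with 200 nM TAMRA/BHQ-2 forked duplex and 2 mM ATP. Unwinding read as fluorescence (525/598 nm), two reads 2 h apart.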
The depositor's hits bear a star; [ ] = another dose, or the depositor's remark. Unless noted, the call rests on the fitted dose curve; in most records, active means well fitted curve in the direction sought with a large enough effect; inconclusive means small, poorly fitted or top-dose-only effect, or another doubt; inactive means no such curve, though single readings can be large; an effect the other way counts as inactive or inconclusive. Potency means the concentration at half of the fitted maximal effect.

Results for COC(=O)c1cc(C)nc2c1c(=O)nc(SCc1cc(C)ccc1C)n2C1CC1 ?
TR SRC2 fluor cs: -2%; TRb-SRC2 inh: 8%; Tau fluor cs: -6%; Tau fibril ThT: inconclusive; Tau FP inhib: 6%

How did CCCN1C(=O)c2ccc(C(=O)Nc3cc(C)on3)cc2C1=O do in these assays?
TR SRC2 fluor cs: -4%; L3MBTL1 inh: 3%; HTT cytoprotect: 2%[10 µM]; TRb-SRC2 inh: -13%; Tau fluor cs: -3%; Tau fibril ThT: -9%; Tau FP inhib: 7%; RECQ1 inh: 3%

What do the screens show for `CCc1nnc(NC(=O)c2c(O)c3cccc4c3n(c2=O)CC4)s1`?
TR SRC2 fluor cs: -1%; HTT cytoprotect: -33%[10 µM]; TRb-SRC2 inh: -6%; Tau fluor cs: 5%; Tau fibril ThT: -6%; Tau FP inhib: -8%; RECQ1 inh: -1%

What do the screens show for `COc1ccc(/C=N/N=C/c2c[nH]c(=O)c(C#N)c2Nc2ccccc2)cc1`?
TR SRC2 fluor cs: 1%; L3MBTL1 inh: -3%; TRb-SRC2 inh: -1%; Tau fluor cs: -21%; Tau fibril ThT: inconclusive; Tau FP inhib: -2%; RECQ1 inh: 2%

What do the screens show for `O=C1CC(SC(=Nc2ccccc2)Nc2ccccc2)C(=O)N1c1cccc2ccccc12` (centres undefined)?
TR SRC2 fluor cs: -1%; L3MBTL1 inh: -3%; HTT cytoprotect: 16%; TRb-SRC2 inh: -10%; Tau fluor cs: -16%; Tau fibril ThT: 1%; Tau FP inhib: inconclusive; RECQ1 inh: -18%

How did Cn1c(CCC(=O)Nc2ccc(N3CCOCC3)cc2)nc(=O)c2ccccc21 do in these assays?
TR SRC2 fluor cs: -1%; L3MBTL1 inh: -5%; HTT cytoprotect: -22%; TRb-SRC2 inh: 6%; Tau fluor cs: -11%; Tau fibril ThT: inconclusive; Tau FP inhib: 3%; RECQ1 inh: -2%

Results for CC(Oc1ccccc1)C(=O)Nc1c(C(=O)Nc2cccc(F)c2)oc2ccccc12 (centres undefined) ?
TR SRC2 fluor cs: 1%; TRb-SRC2 inh: -7%; Tau fluor cs: inconclusive; Tau fibril ThT: 10%; Tau FP inhib: 10µM*

How did Cc1ncoc1C(=O)Nc1ccc(Oc2ccccc2)cc1 do in these assays?
TR SRC2 fluor cs: 2%; L3MBTL1 inh: 9%; HTT cytoprotect: -18%; TRb-SRC2 inh: 1%; Tau fluor cs: -24%; Tau fibril ThT: -17%; Tau FP inhib: -2%; RECQ1 inh: -22%

What do the screens show for `COc1ccc(C(=O)NC2CCCCCC2)cc1S(=O)(=O)N1CCCC1`?
TR SRC2 fluor cs: 0%; L3MBTL1 inh: 5%; HTT cytoprotect: -18%; TRb-SRC2 inh: -1%; Tau fluor cs: -2%; Tau fibril ThT: 1%; Tau FP inhib: -4%; RECQ1 inh: -13%

What do the screens show for `Cc1cc(OCC(=O)NCCN2CCOCC2)ccc1Br`?
TR SRC2 fluor cs: -5%; L3MBTL1 inh: 2%; HTT cytoprotect: -24%[0.074 µM]; TRb-SRC2 inh: -10%; Tau fluor cs: 1%; Tau fibril ThT: -7%; Tau FP inhib: -1%; RECQ1 inh: 0%

What do the screens show for `O=C(CNC(=O)c1ccc(N2C(=O)c3ccccc3C2=O)cc1)OCC(=O)c1ccccc1`?
TR SRC2 fluor cs: 0%; L3MBTL1 inh: 2%; TRb-SRC2 inh: 2%; Tau fluor cs: -5%; Tau fibril ThT: -4%; Tau FP inhib: -8%; RECQ1 inh: inactive

What do the screens show for `c1ccc(C2CC(c3ccccc3)n3c(nc4ccccc43)N2)cc1` (centres undefined)?
TR SRC2 fluor cs: -13%; L3MBTL1 inh: 3%; HTT cytoprotect: -13%[10 µM]; TRb-SRC2 inh: 4%; Tau fluor cs: -5%; Tau fibril ThT: -3%; Tau FP inhib: 6%; RECQ1 inh: 0%

What do the screens show for `CCOC(=O)c1ccc(N/C=C/C(=O)C(C)(C)C)cc1`?
TR SRC2 fluor cs: 0%; L3MBTL1 inh: 9%; HTT cytoprotect: -13%[10 µM]; TRb-SRC2 inh: 2%; Tau fluor cs: -7%; Tau fibril ThT: inconclusive; Tau FP inhib: 6%; RECQ1 inh: inactive

Results for CCCN1CCN(C(=O)Cn2c(-c3cccs3)cc3ccccc32)CC1 ?
TR SRC2 fluor cs: 2%; TRb-SRC2 inh: -7%; Tau fluor cs: -7%; Tau fibril ThT: -5%; Tau FP inhib: 5%

What do the screens show for `CC(=O)c1cnc2cc(-c3cccc(Br)c3)nn2c1C`?
TR SRC2 fluor cs: -3%; L3MBTL1 inh: 4%; HTT cytoprotect: -45%[inhibitor]; TRb-SRC2 inh: -4%; Tau fluor cs: 2%; Tau fibril ThT: -4%; Tau FP inhib: 6%; RECQ1 inh: -6%

How did COc1ccc(-c2cc3nc(C)c(CCC(=O)Nc4ccccc4C(C)=O)c(C)n3n2)c(OC)c1 do in these assays?
TR SRC2 fluor cs: -1%; TRb-SRC2 inh: 1%; Tau fluor cs: -5%; Tau fibril ThT: -5%; Tau FP inhib: 8%

Results for CCOc1cccc(C(=O)Nc2ccc3oc(Cc4ccc(Cl)cc4)nc3c2)c1 ?
TR SRC2 fluor cs: -2%; HTT cytoprotect: -45%[inhibitor]; TRb-SRC2 inh: 0%; Tau fluor cs: inconclusive; Tau fibril ThT: inconclusive; Tau FP inhib: -11%; RECQ1 inh: -12%

Results for COc1cc(OC)c(S(=O)(=O)NCc2ccco2)cc1S(=O)(=O)NCc1ccco1 ?
TR SRC2 fluor cs: 3%; L3MBTL1 inh: -2%; HTT cytoprotect: -23%[0.074 µM]; TRb-SRC2 inh: -9%; Tau fluor cs: -3%; Tau fibril ThT: -6%; Tau FP inhib: -14%; RECQ1 inh: -13%

What do the screens show for `NC(=O)CSc1nccn1Cc1ccccc1`?
TR SRC2 fluor cs: 5%; HTT cytoprotect: inconclusive; TRb-SRC2 inh: -6%; Tau fluor cs: 4%; Tau fibril ThT: -2%; Tau FP inhib: 5%; RECQ1 inh: -4%

Results for CCOC(=O)N1CCC(NC(=O)c2cnn(-c3cccc(F)c3)c2-n2cccc2)CC1 ?
TR SRC2 fluor cs: -1%; TRb-SRC2 inh: 8%; Tau fluor cs: -10%; Tau fibril ThT: -12%; Tau FP inhib: 0%

2 successive entries out of the list so far, for reference:
Results for COC(=O)c1cc(C)nc2c1c(=O)nc(SCc1cc(C)ccc1C)n2C1CC1 ?
TR SRC2 fluor cs: -2%; TRb-SRC2 inh: 8%; Tau fluor cs: -6%; Tau fibril ThT: inconclusive; Tau FP inhib: 6%

How did CCCN1C(=O)c2ccc(C(=O)Nc3cc(C)on3)cc2C1=O do in these assays?
TR SRC2 fluor cs: -4%; L3MBTL1 inh: 3%; HTT cytoprotect: 2%[10 µM]; TRb-SRC2 inh: -13%; Tau fluor cs: -3%; Tau fibril ThT: -9%; Tau FP inhib: 7%; RECQ1 inh: 3%

Further results
How did CCC(CC)C(=O)Nc1cc(-c2cn3cccnc3n2)ccc1OC do in these assays?
TR SRC2 fluor cs: inconclusive; TRb-SRC2 inh: -7%; Tau fluor cs: 6%; Tau fibril ThT: 4%; Tau FP inhib: 2%

How did O=C(/C=C/c1ccc(Cl)cc1)N1CCN(c2ccccc2[N+](=O)[O-])CC1 do in these assays?
TR SRC2 fluor cs: 0%; L3MBTL1 inh: -21%; HTT cytoprotect: -3%[10 µM]; TRb-SRC2 inh: 6%; Tau fluor cs: -16%; Tau fibril ThT: inconclusive; Tau FP inhib: 0%; RECQ1 inh: -11%

Results for Cc1cc(N2CCOCC2)nc(-c2ccccc2O)n1 ?
TR SRC2 fluor cs: 3%; L3MBTL1 inh: 6%; HTT cytoprotect: -8%[10 µM]; TRb-SRC2 inh: -6%; Tau fluor cs: -20%; Tau fibril ThT: -2%; Tau FP inhib: inconclusive; RECQ1 inh: -10%

How did COc1cccc2c1cc1c(=O)n(CC(=O)N3CCN(c4ccccc4F)CC3)nc(C)n12 do in these assays?
TR SRC2 fluor cs: -3%; TRb-SRC2 inh: 8%; Tau fluor cs: -3%; Tau fibril ThT: 10%; Tau FP inhib: -6%

How did Cc1ccc(NC(=O)c2ccccc2NS(=O)(=O)c2ccc(Cl)s2)cc1S(=O)(=O)N1CCOCC1 do in these assays?
TR SRC2 fluor cs: -10%; L3MBTL1 inh: -5%; TRb-SRC2 inh: 9%; Tau fluor cs: -24%; Tau fibril ThT: inconclusive; Tau FP inhib: -1%; RECQ1 inh: 6%

What do the screens show for `COC(=O)c1ccc(CN2C(=O)NC3(CCCc4ccccc43)C2=O)o1` (centres undefined)?
TR SRC2 fluor cs: -4%; L3MBTL1 inh: -5%; HTT cytoprotect: 7%; TRb-SRC2 inh: -8%; Tau fluor cs: -15%; Tau fibril ThT: inconclusive; Tau FP inhib: -1%; RECQ1 inh: inactive

Results for COc1ccc(/C=N/n2cnc3c([nH]c4ccc(F)cc43)c2=O)cc1CSc1ccccn1 ?
TR SRC2 fluor cs: -1%; HTT cytoprotect: -23%[10 µM]; TRb-SRC2 inh: -2%; Tau fluor cs: -6%; Tau FP inhib: -9%; RECQ1 inh: 0%

How did COc1ccc(N2CCN(c3nc(Nc4ccc(F)cc4)nc(OC)n3)CC2)cc1 do in these assays?
TR SRC2 fluor cs: -2%; L3MBTL1 inh: 2%; HTT cytoprotect: 22%; TRb-SRC2 inh: 0%; Tau fluor cs: -13%; Tau fibril ThT: -5%; Tau FP inhib: 2%; RECQ1 inh: inactive

Some of the compounds tested; rates above refer to the full screens.
